Screening results from PubChem.
KLK7 zymogen act = proKLK7 zymogen activators, primary screen, biochemical, fluorescence intensity; activation, % at 7 µM; 370,000 tested, 0.9% active; Kallikrein-7 (Homo sapiens), P49862; purified proKLK7, EDANS-DABCYL substrate fluorescence; 100% is mature enzyme control, 0% vehicle;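 active = activation above the mean of all tested compounds plus 3 SD, computed per campaign excluding outliers beyond control limits, cut at about 13% in these data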
Target sequence (P49862 whole entry, looked up): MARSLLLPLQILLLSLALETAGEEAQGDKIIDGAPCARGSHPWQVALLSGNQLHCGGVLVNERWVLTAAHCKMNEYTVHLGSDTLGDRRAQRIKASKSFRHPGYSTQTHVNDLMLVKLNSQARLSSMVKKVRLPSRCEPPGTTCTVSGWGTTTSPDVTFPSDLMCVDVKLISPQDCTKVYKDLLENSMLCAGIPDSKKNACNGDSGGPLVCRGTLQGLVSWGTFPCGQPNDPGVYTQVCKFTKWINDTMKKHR
UHRF1 MBD2 ctr = UHRF1 methylated DNA binding inhibitors, primary screen, counter-screen for MBD2 inhibitor project, biochemical, TR-FRET, human UHRF1, single concentration | inhibition, % at 4.4 µM | 370,000 tested, 0.75% active | E3 ubiquitin-protein ligase UHRF1 (Homo sapiens), Q96T88 | UHRF1 binding to methylated oligo; in the data active = inhibition above about 21%;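 note: UHRF1 SRA domain binding a hemimethylated CpG hairpin DNA probe; 0% = median of test compound wells and 100% = reference inhibitor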
PLCg1 inh = PLC-gamma1 enzyme inhibitors, primary screen, biochemical, fluorescence, purified enzyme. 1-phosphatidylinositol 4,5-bisphosphate phosphodiesterase gamma-1 (Homo sapiens), P19174. fluorogenic substrate. inhibition, % at 12.2 µM. 370,000 tested, 0.84% active. AID 720700, 2013; in the data active = inhibition above about 9.5%
PLCb3 inh = human PLC-beta3 inhibitors, primary screen, biochemical, fluorescence. 1-phosphatidylinositol 4,5-bisphosphate phosphodiesterase beta-3 (Homo sapiens), Q01970. Purified PLC-beta3, fluorogenic substrate. inhibition, % at 12.2 µM. 370,000 tested, 0.18% active. AID 720704, 2013; in the data active = inhibition above about 11%;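 note: 0% = median of compound wells on plate and 100% = full blocker control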
ARFGAP1 inhibitor = inhibitors of rat ARFGAP1 GAP activity, primary screen, biochemical, fluorescence polarization, GDP tracer | Arfgap1-stimulated ARF1 GTP hydrolysis, GDP FP detection | 360,000 tested, 0.26% active | inhibition, % at 16.5 µM;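 active = inhibition above a per-plate limit, mean inhibition of low control wells plus 3 SD, cut at about 25% in these data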;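 note: 0% = DMSO wells with enzyme and 100% = wells lacking Arfgap1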
Target sequence (Q62848 1-136 limits assumed): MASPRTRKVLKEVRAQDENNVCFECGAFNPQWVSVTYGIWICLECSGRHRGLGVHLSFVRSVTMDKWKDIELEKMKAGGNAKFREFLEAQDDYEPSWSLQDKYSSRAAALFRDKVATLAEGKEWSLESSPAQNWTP
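Material – truncated rat Arfgap1 GAP domain · Buffer or medium – HEPES-based buffer, pH 7.5 · Reagent – human ARF1(Δ1-17)-GTP substrate · Dosing – 16.5 µM single point, 1.26% DMSO · Schedule – GTP hydrolysis reaction 2 h at 25 °C · Technique – GDP detection by fluorescence polarization · Benchmarks – No-Arfgap1 wells (100%) versus DMSO full-reaction wells (0%) · Repeats – single replicate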
DDE Tn7 FP inh = inhibitors of Tn7 peptide binding to fibrin DD(E), primary screen, biochemical, fluorescence polarization, human fibrin, Tn7 probe; FP displacement of FITC-Tn7 peptide from fibrin DD(E); 0% = median of compound wells per plate; inhibition, % at 8.3 µM; 370,000 tested, 0.13% active;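 active = inhibition above the mean of compounds falling within the control limits plus 3 SD of them, cut at about 14% in these data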;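 note: 0% = plate median of compound wells and 100% = 10 µM Aha-Tn7 peptide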
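Also added: labelled Tn7 tracer, 0.1 µM; Assay system: human fibrin DD(E) protein; Amount: 2 µM fibrin DD(E); Schedule: 10 min compound pre-incubation, 3 h probe incubation at room temperature; Repeats: one replicate per compound; Read-out basis: percent inhibition; Measured by: fluorescence polarization of the labelled Tn7 tracer.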
DDE Tn6 FP inh = inhibitors of Tn6 peptide binding to fibrin DD(E), primary screen, biochemical, fluorescence polarization, human fibrin, Tn6 probe; Fibrinogen beta chain (Homo sapiens), P02675; Fibrin DD(E) TRITC-Tn6 fluorescence polarization displacement; inhibition, % at 8.3 µM; 370,000 tested, 0.21% active; AID 720509, 2013;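 active = inhibition above a per-campaign cutoff: mean of compounds within control limits plus 3 SD, cut at about 15% in these data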;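 note: 0% = median of all compound wells on the plate and 100% = blocking peptide control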
Rev-erbA mod = modulators of Rev-erb alpha DNA binding, primary screen, biochemical, FITC-DNA, fluorescence polarization, uHTS; Nuclear receptor subfamily 1 group D member 1 (Homo sapiens), P20393; activity, % at 10 µM; 370,000 tested, 0.79% active; AID 1259318, 2017; Rev-erbα–FITC-DNA binding, 90 min;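 active = activity above about 14%, limit read from the data; passing the limit was not always enough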;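 note: 0% = DMSO wells with 35 nM protein and 100% = DMSO wells with 750 nM protein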
sPLA2-III inh = human group III sPLA2 inhibitors, primary screen, biochemical, QFRET, BODIPY PC-A2 liposome substrate | Group 3 secretory phospholipase A2 (Homo sapiens), Q9NZ20 | QFRET BODIPY PC-A2 liposome hydrolysis, fluorescence | inhibition, % at 12.2 µM | 370,000 tested, 0.56% active | AID 743126, 2013;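 active = inhibition above mean plus 3 SD of compounds lying within the high and low control bounds, cut at about 19% in these data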;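 note: 0% = median of test compound wells and 100% = no enzyme DMSO wells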
Target sequence (Q9NZ20 whole entry, looked up): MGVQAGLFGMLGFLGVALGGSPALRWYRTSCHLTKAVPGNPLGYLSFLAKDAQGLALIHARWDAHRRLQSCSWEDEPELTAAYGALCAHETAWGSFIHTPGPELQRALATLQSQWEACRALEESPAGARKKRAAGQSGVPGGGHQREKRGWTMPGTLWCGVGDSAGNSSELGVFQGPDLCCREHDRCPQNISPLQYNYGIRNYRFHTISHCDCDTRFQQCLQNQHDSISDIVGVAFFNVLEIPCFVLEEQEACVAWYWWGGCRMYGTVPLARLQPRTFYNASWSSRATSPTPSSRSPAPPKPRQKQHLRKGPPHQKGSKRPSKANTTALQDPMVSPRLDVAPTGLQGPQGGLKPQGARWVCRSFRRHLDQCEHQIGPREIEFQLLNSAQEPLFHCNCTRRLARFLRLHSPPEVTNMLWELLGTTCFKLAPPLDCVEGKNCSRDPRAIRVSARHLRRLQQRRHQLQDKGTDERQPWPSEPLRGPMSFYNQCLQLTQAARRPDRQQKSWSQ
ASAP1 GAP inh = inhibitors of human ASAP1 ArfGAP activity, primary screen, biochemical, fluorescence polarization. ASAP1-stimulated ARF1 GTP hydrolysis, GDP FP detection. Arf-GAP with SH3 domain, ANK repeat and PH domain-containing protein 1 (Homo sapiens), …. 360,000 tested, 0.19% active. inhibition, % at 16.5 µM; in the data active = inhibition above about 25%;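 note: 0% = vehicle with enzyme and substrate and 100% = no enzyme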
Starred values were filed as active, the others as inactive; i = inactive; x = not tested or not shown.

Every second line gives: KLK7 zymogen act | UHRF1 MBD2 ctr | PLCg1 inh | PLCb3 inh | ARFGAP1 inhibitor | DDE Tn7 FP inh | DDE Tn6 FP inh | Rev-erbA mod | sPLA2-III inh | ASAP1 GAP inh
1) CCOC(=O)C(NC(=O)Nc1cccc(C)n1)(OCC(F)(F)F)C(F)(F)F (stereo not drawn)
→ -0.1 | -1 | -1 | 0 | -1 | -2 | 2 | -3 | 6 | -11
2) Cc1ccc(-c2c(C(=O)NCc3ccc(F)cc3)oc(=O)c3ccccc23)cc1
→ 0.1 | 2 | 4 | 0 | -5 | -4 | -2 | 8 | -11 | 5
3) Cc1nc2cc(NC(=O)c3ccco3)ccc2n1C
→ -0.2 | -1 | 0 | 0 | 2 | 10 | 2 | 0 | 4 | -11
4) Cc1cccc(C(O)c2ncc(-c3ccc(F)cc3)[nH]2)c1C (stereo not drawn)
→ 1.2 | -2 | 6 | 4 | 5 | -1 | 2 | 5 | 4 | 13
5) CC(CNC(=O)c1ccc(-c2ccccc2)cc1)CN(C)C (stereo not drawn)
→ -0.1 | -3 | 1 | -1 | -14 | 11 | 2 | 0 | 0 | -18
6) COc1cc(NC(=S)N(C)C)c(OC)cc1Cl
→ -0.3 | 1 | 4 | -5 | -3 | -8 | -4 | 1 | 1 | 5
7) CCc1cc(=O)oc2c(C)c(O)c(CN(C)C)cc12
→ 65* | -3 | i | i | -4 | 8 | 0 | -6 | 0 | -5
8) CCC1CCCCN1C(=O)Nc1cccc(NC(=O)N2CCCCC2CC)c1 (stereo not drawn)
→ -0.7 | -2 | 0 | -3 | -2 | -5 | -1 | -1 | 7 | 10
9) O=C(O)c1cc2c(s1)CCCC2
→ -0.2 | -2 | 3 | 2 | 1 | -2 | -8 | -3 | 1 | -4
10) COc1ccc(CSc2nc(C)cc(=O)[nH]2)cc1
→ -1.1 | 5 | 5 | 5 | 2 | -3 | 2 | 6 | 3 | -16
11) COCCNC(=O)CSc1nc2sccc2c(=O)n1-c1ccccc1
→ 0.0 | 8 | 4 | -9 | 2 | 3 | 6 | 0 | 12 | -6
12) COCCN(C(=O)CN1CCCc2ccccc21)c1c(N)n(Cc2ccccc2)c(=O)[nH]c1=O
→ -1.2 | -1 | -6 | -35 | 2 | -2 | -1 | 1 | -1 | -4
13) CN(N=Cc1ccc2c(c1)OCO2)C(=O)c1ccccc1N
→ -0.5 | 1 | -3 | 0 | -1 | -3 | 0 | -5 | 3 | 10
14) CCc1c(C)nc(SCC(=O)NNC(=O)c2ccco2)[nH]c1=O
→ 0.1 | 1 | 6 | -2 | 10 | -1 | -2 | -1 | 6 | -5
15) Cc1ccc(S[C@@H](CCN2CC[C@H](C)CCC2=O)c2ccccc2)cc1
→ 0.1 | 2 | -2 | 1 | 5 | 4 | -8 | -1 | 1 | -10
16) C#CC1(O)CCC2C3CCc4cc(O)cc(C)c4C3CCC21C (stereo not drawn)
→ -0.1 | 2 | 3 | -2 | 0 | -7 | 5 | 3 | -16 | 10
17) O=C(Cc1ccccc1)NCC(=O)OCC(=O)c1cccc([N+](=O)[O-])c1
→ 0.0 | 2 | 3 | 8 | 6 | -5 | -4 | -1 | -5 | 10
18) Clc1ccc(OCCCCCN2CCOCC2)cc1
→ -0.6 | -2 | 1 | -3 | 6 | 1 | -6 | -1 | -2 | -7
19) COc1ccc(CCNC(=O)CSc2nn(-c3ccccc3)c(=S)s2)cc1OC
→ -0.4 | -2 | 2 | 1 | 1 | -3 | 0 | 5 | 1 | 4
20) CSc1cccc(NC(=O)CN2C(=O)c3ccccc3S2(=O)=O)c1
→ 0.4 | -1 | 3 | -1 | -2 | -2 | -2 | -4 | -2 | 0
21) Cc1ccc(N(C(=O)Cn2nnc(-c3ccc(C)o3)n2)C(C(=O)NC2CCCC2)c2ccco2)cc1 (stereo not drawn)
→ 0.6 | -1 | 4 | 3 | 12 | -7 | -4 | -2 | -3 | 1
22) COCCCNC(=O)CS(=O)Cc1nc(-c2ccccc2C)oc1C (stereo not drawn)
→ 0.1 | 1 | -1 | -3 | 1 | 0 | -2 | 2 | 2 | 10
23) COc1ccc(S(=O)(=O)n2ccc(-c3cnc(-c4ccccc4)s3)n2)cc1
→ -39 | 8 | -66 | -98 | 18 | -9 | -9 | 3 | -16 | 16
24) COc1cccc(OCc2nnc(SCC(=O)OCc3ccccc3)o2)c1
→ -0.3 | -5 | -3 | -3 | 2 | 3 | -4 | 2 | -20 | 6
25) CCCN1C2CCCC1CC(NC(=S)Nc1cc(C)cc(C)c1)C2 (stereo not drawn)
→ -0.2 | 8 | -2 | -2 | -9 | 3 | 11 | -2 | 11 | 11
26) CC1CCN(C(=O)C(NS(=O)(=O)c2cccc3nsnc23)c2ccccc2)CC1 (stereo not drawn)
→ 0.7 | -2 | 4 | 2 | 5 | 0 | 5 | 1 | -11 | -1
27) C[C@@]12C(=O)N(CC3CC3)CC(=O)N1[C@H](/C=C/c1ccccc1)[C@@H]1C(=O)N(c3ccccc3)C(=O)[C@@H]12
→ 0.2 | 0 | 0 | -1 | 2 | -1 | -2 | -6 | -6 | -5
28) Cc1cc(C)c(C)c(S(=O)(=O)NCC(=O)NCc2ccco2)c1C
→ 0.2 | -2 | -29 | 0 | 0 | -5 | -1 | -4 | -8 | -1
29) C/C(=N\NC(=O)Cn1c(-c2ccccn2)nc2ccccc21)c1cccc(O)c1
→ -0.3 | -2 | -4 | -3 | 1 | -2 | 2 | 3 | -15 | 7
30) CC(=O)Oc1ccc(/C=C2\C=C(c3ccc(C)cc3)OC2=O)cc1
→ 1.1 | 2 | 1 | -4 | 10 | -4 | 0 | -5 | -10 | 4

The final three entries of the section before open the next one.
Every second line gives: KLK7 zymogen act | UHRF1 MBD2 ctr | PLCg1 inh | PLCb3 inh | ARFGAP1 inhibitor | DDE Tn7 FP inh | DDE Tn6 FP inh | Rev-erbA mod | sPLA2-III inh | ASAP1 GAP inh
28) Cc1cc(C)c(C)c(S(=O)(=O)NCC(=O)NCc2ccco2)c1C
→ 0.2 | -2 | -29 | 0 | 0 | -5 | -1 | -4 | -8 | -1
29) C/C(=N\NC(=O)Cn1c(-c2ccccn2)nc2ccccc21)c1cccc(O)c1
→ -0.3 | -2 | -4 | -3 | 1 | -2 | 2 | 3 | -15 | 7
30) CC(=O)Oc1ccc(/C=C2\C=C(c3ccc(C)cc3)OC2=O)cc1
→ 1.1 | 2 | 1 | -4 | 10 | -4 | 0 | -5 | -10 | 4
31) C[C@@H]1CNC(=O)c2c(C(=O)Nc3ccc(CNC(=O)OC(C)(C)C)cc3)ncn21
→ -0.7 | -1 | -4 | 2 | -4 | -3 | -2 | -1 | -8 | 3
32) CN(C)c1ccc(C=NCC2COc3ccccc3O2)cc1 (stereo not drawn)
→ -0.2 | -1 | 5 | 3 | 0 | -12 | -4 | 6 | 2 | 4
33) Cc1nc2ccc(NC(=O)CSc3nnc(C)s3)cc2[nH]1
→ 0.4 | 9 | 4 | -2 | -6 | -7 | 5 | -5 | 2 | -1
34) C=CS(=O)(=O)c1c2cc(OC)ccc2nc2ccc(OC)cc12
→ 22* | -9 | i | i | 10 | 8 | 3 | -1 | 2 | -10
35) COc1ccc(S[C@]2(C(=O)N3CCN(C(C)=O)CC3)CC(=O)N(S(=O)(=O)c3ccc(F)cc3)[C@@H]2c2ccc(OC)cc2)cc1
→ 0.7 | -2 | 2 | 0 | x | -4 | 1 | 2 | -10 | x
36) O=C(OC1CCN(c2ccc([N+](=O)[O-])cc2)CC1)c1ccccc1
→ -0.2 | -1 | 1 | 6 | -1 | 3 | 6 | 5 | 2 | -4
37) CCn1c(SCC(=O)NCCc2ccccc2)nc2c(c1=O)SC(C)C2 (stereo not drawn)
→ 0.8 | 4 | -1 | -2 | 2 | -5 | -5 | -7 | 3 | -4
38) COC(=O)C[C@@H]1CC[C@H](NC(=O)c2ccccc2)[C@@H](CO)O1
→ -0.4 | 3 | 4 | 2 | -4 | -13 | 8 | 11 | 7 | 4
39) Cn1nccc1C(=O)N1CCCC(C(=O)c2ccc(Oc3ccccc3)cc2)C1 (stereo not drawn)
→ 0.1 | 2 | -2 | -6 | 6 | 2 | 4 | -2 | 0 | -4
40) CCOc1ccccc1OCC(=O)Oc1ccc(C)c(C)c1
→ -0.5 | 0 | 0 | -3 | 14 | -6 | -9 | 1 | 2 | 2
41) O=C(NCCS(=O)(=O)NCc1ccc(F)cc1)c1ccc2c(c1)OCO2
→ -0.1 | 2 | -1 | -6 | 6 | 3 | 7 | 3 | 13 | -5
42) COc1ccc([C@H]2Cc3cccc(O)c3C(=O)O2)cc1O
→ -0.5 | -1 | -17 | -25 | -3 | -3 | -4 | -1 | -8 | 2
43) Cc1oc2cc3oc(=O)c4c(c3cc2c1C)CCC4
→ -0.8 | -2 | -22 | -26 | 5 | 6 | 6 | 49* | 1 | -10
44) O=C(NCCc1ccccc1)c1cccc([N+](=O)[O-])c1
→ 0.0 | 1 | 1 | 1 | 11 | 1 | 2 | 0 | -2 | -2

Ordered by the number under PLCg1 inh (falling): some entries from above.
nr	SMILES	PLCg1 inh
32	CN(C)c1ccc(C=NCC2COc3ccccc3O2)cc1 (stereo not drawn)	5
38	COC(=O)C[C@@H]1CC[C@H](NC(=O)c2ccccc2)[C@@H](CO)O1	4
35	COc1ccc(S[C@]2(C(=O)N3CCN(C(C)=O)CC3)CC(=O)N(S(=O)(=O)c3ccc(F)cc3)[C@@H]2c2ccc(OC)cc2)cc1	2
40	CCOc1ccccc1OCC(=O)Oc1ccc(C)c(C)c1	0
37	CCn1c(SCC(=O)NCCc2ccccc2)nc2c(c1=O)SC(C)C2 (stereo not drawn)	-1
31	C[C@@H]1CNC(=O)c2c(C(=O)Nc3ccc(CNC(=O)OC(C)(C)C)cc3)ncn21	-4
42	COc1ccc([C@H]2Cc3cccc(O)c3C(=O)O2)cc1O	-17
